Vif-APOBEC3G blk: qHTS for Inhibitors of Vif-A3G Interactions: qHTS; Potency, µM (doses to about 46.1 µM), for inactives: at the highest dose activity, negative = active, hits mostly inhibitors; HeLa A3G-eYFP + Vif (tagged APOBEC3G with the HIV-1 protein that degrades it), YFP fluorescence, overnight; DNA dC->dU-editing enzyme APOBEC-3G (Homo sapiens), Q9HC16; AID 602310, 2012; actives 0.076% (n = 410,000);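 note: potency is the fitted concentration of half-maximal effect; % is set by controls: 0 for no effect and ±100 for the full control effect; nearly all actives have a fitted effect of over 60% in size; hits raise eYFP signal because A3G escapes Vif-driven loss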
Target sequence (Q9HC16 whole entry, looked up): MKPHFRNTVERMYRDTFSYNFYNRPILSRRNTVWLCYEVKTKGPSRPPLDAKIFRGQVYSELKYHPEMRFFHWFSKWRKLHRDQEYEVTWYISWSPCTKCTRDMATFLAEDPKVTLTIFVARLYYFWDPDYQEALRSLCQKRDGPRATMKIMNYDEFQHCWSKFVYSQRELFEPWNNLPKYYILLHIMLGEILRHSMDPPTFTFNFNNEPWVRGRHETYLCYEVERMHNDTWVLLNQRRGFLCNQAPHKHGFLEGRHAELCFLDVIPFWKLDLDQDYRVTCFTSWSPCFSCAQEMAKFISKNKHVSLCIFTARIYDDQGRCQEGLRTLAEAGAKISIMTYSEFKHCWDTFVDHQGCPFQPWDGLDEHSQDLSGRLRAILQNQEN
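HeLa cells stably expressing Vif and C-terminally eYFP-tagged A3G, seeded overnight at 37 deg C, then exposed to compound by pintool overnight at 37 deg C. Rise in yellow fluorescence (Ex 488/Em 500-530, Acumen) marks blocked Vif-driven A3G degradation.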
Vif-A3F inh: qHTS for Inhibitors of Vif-A3F Interactions: qHTS | Potency, µM (top dose mostly 46.1 µM), without a hit: at the top dose activity, negative = active | HeLa A3F-eYFP + Vif (tagged APOBEC3F with the HIV-1 protein that degrades it), YFP fluorescence increase | actives 0.2% (n = 390,000); note: potency is the fitted concentration of half-maximal effect; % of control where 0% means no effect; nearly all actives have a fitted effect of over 65% in size
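HeLa cells stably expressing A3F-eYFP plus Vif, plated and incubated overnight at 37 deg C, then exposed to compounds overnight at 37 deg C. Blocked degradation read as raised yellow fluorescence (Ex 488/Em 500-530).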
LDHA inh: qHTS assay for inhibitors of human lactate dehydrogenase; L-lactate dehydrogenase A chain (Homo sapiens), P00338; purified LDHA, NADH/diaphorase-resazurin fluorescence; stronger effect = lower value; activity change, % (values are at about 110 or 230 µM); actives 0.15% (n = 480,000); AID 1347041, 2019; in the data active = activity change below about -30%; inconclusive = mostly about -25% to -30%;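 note: plate controls were DMSO wells for no effect and wells without enzyme for full effect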
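Human LDH5 (2 nM) was incubated with 0.06 mM NADH and 0.2 mM pyruvate for 5 min at room temperature in Tris pH 7.4. Remaining NADH was coupled through diaphorase/resazurin, and resorufin fluorescence was read at 0 and 20 min.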
USP1-UAF1 inh: Inhibitors of USP1/UAF1: Primary Screen. Potency, µM (series often up to 57.1 µM), inactives show top-dose activity change, negative = inhibition, actives largely listed as inhibitors. recombinant USP1/UAF1, Ub-Rhodamine cleavage fluorescence. Ubiquitin carboxyl-terminal hydrolase 1 (Homo sapiens), O94782. actives 0.23% (n = 390,000); note: potency is the fitted concentration of half-maximal effect; % is set by controls: 0 for no effect and ±100 for the full control effect; nearly all actives have a fitted effect of over 60% in size; inactives centre near -12
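In this screen, compounds sit with the deubiquitinase complex (1nM) for 15 min at room temperature before Ub-Rho is added at 150nM final. Fluorescence rise is then followed for 6 reads every 60 seconds.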
TrxR1 inh: qHTS Assay for Inhibitors of Mammalian Selenoprotein Thioredoxin Reductase 1 (TrxR1): qHTS | Thioredoxin reductase 1, cytoplasmic (Rattus norvegicus), O89049 | recombinant rTrxR1, NADPH fluorescence consumption, selenite substrate | Potency, µM (series often up to 114 µM), without a hit: top-dose activity change, negative = inhibition, usual class: inhibitors | actives 1% (n = 390,000); note: potency is the fitted concentration of half-maximal effect; % is set by controls: 0 for no effect and ±100 for the full control effect; nearly all actives have a fitted effect of over 65% in size
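Rat TrxR1 (90 nM in the dispensed reagent) was pre-reduced with 400 uM NADPH for 5 min at room temperature, then incubated with compound for 15 min. After 400 uM selenite was added, NADPH fluorescence (Ex 340/Em 450 nm) was followed for 8 min.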
RGS4 inhibitor: Inhibitors of Regulator of G Protein Signaling (RGS) 4: qHTS; Transcreener GDP fluorescence polarization, RGS4-accelerated GTP hydrolysis; Potency, µM (series often up to 114 µM), inactives show at the highest dose activity change, negative = inhibition, usual class: inhibitors; actives 0.039% (n = 390,000); note: potency is the fitted concentration of half-maximal effect; % is set by controls: 0 for no effect and ±100 for the full control effect; nearly all actives have a fitted effect of over 75% in size; some results filed as inactive show a strong effect at the top dose
Target sequence (P49798 whole entry, looked up): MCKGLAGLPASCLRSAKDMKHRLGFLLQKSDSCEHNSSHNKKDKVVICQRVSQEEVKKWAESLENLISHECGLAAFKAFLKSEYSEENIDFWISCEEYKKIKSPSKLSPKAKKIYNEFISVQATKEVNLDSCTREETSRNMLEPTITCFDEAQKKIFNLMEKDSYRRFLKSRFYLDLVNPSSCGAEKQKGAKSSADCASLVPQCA
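MLSMR compounds (23 nl, pin-transferred) preincubated 10 min at room temperature with a 500nM (2x) first reagent, then RGS4 at 900nM (2x) plus Transcreener GDP mix added; fluorescence polarization (620/688 nm) read before and after 90 min at 30 °C.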
Glioma ERSR ind: qHTS for Inducers of the Endoplasmic Reticulum Stress Response (ERSR) in Human Glioma: qHTS. Potency, µM, for inactives: at the highest dose activation, hits mostly activators. AID 602332, 2012. actives 0.02% (n = 420,000). U87-MG GRP78 promoter luciferase reporter, 16 h; note: potency is the fitted concentration of half-maximal effect; series mostly up to about 76 µM; % of control where 0% means no effect; nearly all actives have a fitted effect of over 35% in size
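Stably transfected U87-MG human glioma cells carrying a GRP78-based luminescent sensor were seeded at 1000 cells/well, pin-dosed with compounds and incubated 16 h. Luciferase reagent was then added, and end-point luminescence was read after 10 min at room temperature.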
TrxR1 substrate: qHTS Assay for Substrates of Mammalian Selenoprotein Thioredoxin Reductase 1 (TrxR1): qHTS | Thioredoxin reductase 1, cytoplasmic (Rattus norvegicus), O89049 | purified TrxR1 substrate turnover, NADPH consumption readout | Potency, µM (top dose mostly 114 µM), for inactives: at the highest dose activity change, negative = substrate turnover | actives 0.01% (n = 390,000); note: potency is the fitted concentration of half-maximal effect; % is set by controls: 0 for no effect and ±100 for the full control effect; nearly all actives have a fitted effect of over 50% in size
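Rat TrxR1, dispensed at 90 nM, was prereduced with 400 uM NADPH (final) for 5 min at ~22 deg C, then incubated with compound 15 min before 400 uM selenite. A first-read NADPH fluorescence drop versus no-compound background flagged substrates.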
mIDH1 inhibitor: qHTS for Inhibitors of mutant isocitrate dehydrogenase 1 (IDH1): qHTS. IDH1-R132H enzyme, NADPH consumption, diaphorase/resazurin fluorescence. Potency, µM (top dose mostly 76.6 µM), for inactives: at the top dose activity change, negative = inhibition, usual class: inhibitors. actives 0.093% (n = 390,000). AID 602179, 2012; note: potency is the fitted concentration of half-maximal effect; % is set by controls: 0 for no effect and ±100 for the full control effect; nearly all actives have a fitted effect of over 65% in size
Target sequence (O75874 whole entry R132H, stated change not applied): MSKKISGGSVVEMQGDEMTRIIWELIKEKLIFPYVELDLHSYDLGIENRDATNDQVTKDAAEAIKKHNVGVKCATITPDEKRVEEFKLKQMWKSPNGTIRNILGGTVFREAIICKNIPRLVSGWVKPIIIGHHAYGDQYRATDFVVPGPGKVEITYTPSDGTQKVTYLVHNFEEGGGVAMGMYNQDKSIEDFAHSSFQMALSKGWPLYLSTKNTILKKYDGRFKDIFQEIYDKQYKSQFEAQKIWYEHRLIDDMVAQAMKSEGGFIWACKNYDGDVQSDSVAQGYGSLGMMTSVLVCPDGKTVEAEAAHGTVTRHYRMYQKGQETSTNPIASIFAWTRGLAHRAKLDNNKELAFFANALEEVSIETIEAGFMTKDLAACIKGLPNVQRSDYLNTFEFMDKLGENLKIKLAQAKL
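IDH1-R132H (0.5 ug/mL) preincubated 30 min with compound, then NADPH (0.016 mM) and alpha-KG (2 mM) added; 80 min at RT, pH 7.5. Remaining NADPH coupled via diaphorase/resazurin to fluorescence (540/590 nm); concentration-response curves normalized to no-enzyme control.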
An asterisk follows results filed as active; ? = inconclusive; nt = no result given; & = joins results of further samples; [ ] = remark or other dose. Unless noted, calls come from the whole dose curve; as a rule, active = well fitted curve in the direction sought with a large enough effect; inconclusive = small, poorly fitted or top-dose-only effect, or another doubt; inactive = no such curve, though single readings can be large; an effect the other way counts as inactive or inconclusive. The list is partial; the hit share may differ from the screen's.

Results follow in this order: Vif-APOBEC3G blk	Vif-A3F inh	LDHA inh	USP1-UAF1 inh	TrxR1 inh	RGS4 inhibitor	Glioma ERSR ind	TrxR1 substrate	mIDH1 inhibitor
1: Cc1ccc(C)c(N2CCN(c3nc4ccccc4c4nc(-c5cccnc5)nn34)CC2)c1
 : -4%	-6%	-1	-17%	14%	-12%	-1%	-3%	-6%
2: COc1ccc(Cc2nc3ccc(C(=O)NCCc4ccc(OC)c(OC)c4)cc3o2)cc1
 : -2%	0%	4	-13%	31%[57.1 µM]	-12%	3%	5%[57.1 µM]	7%
3: Cc1ccc(-n2c3c(cc(-c4nc(-c5ccc(Cl)cc5)cs4)c2=O)C(=O)CC(C)(C)C3)cc1C
 : 3%	-6%	-3	-11%	14%	-1%	-4%	0%	1%
4: Cc1cc(F)ccc1S(=O)(=O)Nc1ccccc1C(=O)N1CCCC1
 : 3%	-2%	0	-16%	18%	17%	1%	6%	6%
5: CN(Cc1ccccc1)C(=O)N1CCOCC1
 : -1%	1%	1	-11%	1%	-11%	-7%	1%	-7%
6: O=C(OCC(=O)N1CCc2ccccc21)c1c2c(nc3ccccc13)CCCCC2
 : -3%	6%	-1	-14%	-2%	-15%	0%	-5%	2%
7: C=CCOc1cccc(C2c3c(oc4ccccc4c3=O)C(=O)N2c2ccccn2)c1 (stereo not given)
 : -1%	-2%	1	-9%	5%[57.1 µM]	-6%	-1%	-7%[57.1 µM]	13%
8: NCCN=C1NS(=O)(=O)c2ccccc21
 : 2%	-8%	-2	-13%	9%	-18%	4%	10%	2%
9: Cc1scc(-c2n[nH]c(=S)n2C(C)c2ccccc2)c1C (stereo not given)
 : ?	-4%	-1	-9%	-15%	-33%	-6%	2%	-2%
10: C=CCNC(=S)N1CCN(CCN=CC2=C(O)CC(c3ccco3)CC2=O)CC1 (stereo not given)
 : -7%	-4%	2	-25%	-8%	-10%	-7%	-4%	21%
11: CC1CN(S(=O)(=O)c2cccc(C(=O)N=c3sccn3C)c2)CC(C)O1 (stereo not given)
 : 1%	-3%	-4	-1%	-7%[57.1 µM]	-6%	-7%	-4%	3%
12: O=C(COc1ccc(Cl)cc1)NNC(=O)c1ccc(=O)[nH]c1
 : 5%	11%	-3	?	9%[57.1 µM]	-26%	-4%	-10%	3%
13: CCC(C(=O)Nc1cc(OC)c(NC(=O)c2ccccc2)cc1OC)c1ccccc1 (stereo not given)
 : 2%	-18%	2	-25%	26%	-22%	-4%	3%	7%
14: CCn1c(SCC(=O)O)nnc1-c1ccccc1
 : 0%	-8%	-1	-14%	-9%	-11%	-4%	-5%	4%
15: CCN(CC(=O)NCC1CCCO1)S(=O)(=O)c1ccc(Cl)cc1 (stereo not given)
 : -8%	-9%	-10	-2%	21%	50%	-1%	2%	-12%
16: CCN(CCCNC(=O)Cn1ncc2c([nH]c3ccc(C)cc32)c1=O)c1ccccc1
 : -1%&-10%	-4%&0%	-10&-5	-12%&-14%	27%&16%	21%&32%	-4%&-2%	3%&-5%	0%&0%
17: COc1ccc(N2CCN(C(=O)CCC(=O)N3Cc4ccccc4Oc4ncccc43)CC2)cc1
 : 4%	15%	1	-6%	10%	34%	0%	3%	0%
18: COc1ccc([N+](=O)[O-])cc1N(CC1CO1)S(=O)(=O)c1ccc(C)cc1 (stereo not given)
 : -6%	?	-7	-24%	5%[57.1 µM]	0%	-2%	3%[57.1 µM]	-3%
19: CCCCn1c(SCC(=O)Nc2cccc(OC)c2)nc2ccc(N3CCOCC3)cc2c1=O
 : -2%	-6%	0	-27%	0%	-25%	-2%	26%	-1%
20: O=C(NCc1cccnc1)/C(=C/c1ccccc1)NC(=O)c1ccccc1
 : -5%	11%	-5	-15%	18%[57.1 µM]	-21%	-5%	12%[57.1 µM]	5%
21: CCOC(=O)C1CCCN(C(=O)c2ccc3oc(Cc4ccccc4)nc3c2)C1 (stereo not given)
 : 1%	-15%	0	-19%	-14%	-19%	3%	-11%	-1%
22: CC1(C)Cc2ccccc2C(N/N=C/c2ccc(Cl)cc2)=N1
 : 1%	-1%	0	-23%	-7%	-42%	2%	-9%	3%
23: N#Cc1ccc(OCC(=O)OCC(=O)NCCC2=CCCCC2)cc1
 : 0%	-3%	-1	-17%	1%	-9%	-2%	-3%	4%
24: O=C(CSc1nccc(-c2cccs2)n1)Nc1ccc(Cl)cc1
 : -10%	-2%	-11	-20%	26%	22%	-3%	-1%	-6%
25: Fc1ccc(CO/N=C2\CCCc3nonc32)cc1
 : 3%	-22%	-7	-28%	5%[57.1 µM]	12%	2%	5%[57.1 µM]	5%
26: O=S1(=O)C[C@@H](N2CCOCC2)[C@H](N2CCOCC2)C1
 : -3%	-2%	-2	-14%	?	-11%	-4%	0%	5%
27: CCOC(=O)c1sc2ccccc2c1S(=O)(=O)Nc1ccc(CC)cc1
 : -15%	1%	-2	-10%	-1%[57.1 µM]	-10%	-3%	0%[57.1 µM]	-15%
28: C(=N\N1CCN(Cc2cccc3ccccc23)CC1)/c1cccs1
 : -2%	-26%	-1	-1%	28%[11.4 µM]	-15%	0%	7%[11.4 µM]	2%
29: C=CCn1c(SCc2csc(C)n2)nc2scc(-c3ccc(C)o3)c2c1=O
 : 3%	-8%	5	-17%	?	?	-4%	11%	6%
30: CCCN(Cc1ccccc1)C(=S)Nc1ccc(SC(F)F)cc1
 : 0%	-18%	-7	-8%	25%[57.1 µM]	7%	-6%	7%[57.1 µM]	8%

Some of these compounds in order of the TrxR1 inh value, high to low.
| # | molecule | Vif-A3F inh | LDHA inh | USP1-UAF1 inh | TrxR1 inh | RGS4 inhibitor | TrxR1 substrate |
| --- | --- | --- | --- | --- | --- | --- | --- |
| 1 | Cc1ccc(C)c(N2CCN(c3nc4ccccc4c4nc(-c5cccnc5)nn34)CC2)c1 | -6% | -1 | -17% | 14% | -12% | -3% |
| 22 | CC1(C)Cc2ccccc2C(N/N=C/c2ccc(Cl)cc2)=N1 | -1% | 0 | -23% | -7% | -42% | -9% |
| 10 | C=CCNC(=S)N1CCN(CCN=CC2=C(O)CC(c3ccco3)CC2=O)CC1 (stereo not given) | -4% | 2 | -25% | -8% | -10% | -4% |

Next section
Results follow in this order: Vif-APOBEC3G blk	Vif-A3F inh	LDHA inh	USP1-UAF1 inh	TrxR1 inh	RGS4 inhibitor	Glioma ERSR ind	TrxR1 substrate	mIDH1 inhibitor
31: CCCCN1C(=O)C(O)=C(C(C)=O)C1c1ccc(OC)cc1OC (stereo not given)
 : 3%	-1%	-1	-9%	0%[57.1 µM]	-8%	1%	-9%	12%
32: C=C(c1ccccc1O)n1ccnc1
 : -3%	15%	-7	-6%	3%[57.1 µM]	11%	8%	12%[57.1 µM]	2%
33: CC(CN1CCN(C)CC1)OC(=O)c1ccccc1 (stereo not given)
 : -3%	1%	-7	-13%	-3%	6%	-3%	-1%	0%
34: CN(Cc1c(C(=O)N(C)Cc2ccccc2)nc2ccccn12)CC1Cc2ccccc2O1 (stereo not given)
 : -24%	-3%	1	-16%	24%[57.1 µM]	6%	0%	-15%[57.1 µM]	7%
35: Cc1ccc2[nH]c(=O)c(CN(C)C(=O)c3ccccn3)cc2c1
 : -1%	1%	-4	-16%	-6%	3%	2%	10%	9%
36: CN1CCC(OC(=O)c2cc3cc(Br)ccc3oc2=O)CC1
 : 1%	-1%	-13	-6%	-5%	-22%[56.9 µM]	-2%	-4%	-13%
37: COc1ccc(OC)c(NC(=O)C(C)n2c(=O)cc(C)c3c(C)nn(-c4ccccc4)c32)c1 (stereo not given)
 : -1%	1%	-6	-20%	15%[57.1 µM]	14%	-2%	5%[57.1 µM]	-9%
38: CC(C)(C)c1ccc(C(=O)N2CCC3(CC2)NCCc2[nH]cnc23)cc1
 : 2%	0%	-1	-23%	-2%	-4%	-4%	-4%	0%
39: c1nc(C2CCCCC2)cc2cc3c(cc12)OCO3
 : -12%	-6%	1	-36%	8%	-4%	-1%	-2%	3%[38.3 µM]
40: O=C(Nc1ccccc1N1CCOCC1)c1ccc(N2CCCC2=O)cc1
 : 1%	4%	-2	-11%	8%	-24%	-2%	-1%	-3%
41: O=C(c1ccco1)N1CCN=C1SCc1c(F)cccc1Cl
 : -2%	nt	5	-5%	-6%	-17%	-2%	3%	0%
42: COc1ccc(N=N/C(=C\O)C(=O)c2ccco2)cc1
 : 1%	-1%	-11	-8%	16%[57.1 µM]	?	3%	2%[57.1 µM]	2%
43: CN(c1c(C#N)c(C(F)(F)F)nn1C)N(S(C)(=O)=O)S(C)(=O)=O
 : 6%	27%	-7	-9%	7%[57.1 µM]	20%	1%	1%[57.1 µM]	3%

Assay outcomes: PubChem BioAssay, National Center for Advancing Translational Sciences (NCATS)
